MCL1-BIM inh = MCL1-BIM-BH3 interaction inhibition (human); Q07820; actives 0.68% (n = 320,000); inhibition, % at 10.9 µM; GST-MCL1 / FITC-Bim-BH3 fluorescence polarization;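 active means inhibition above the mean inhibition of all tested compounds plus 3 SD, set per campaign, cut at about 40% in these data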;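 further: 0% = DMSO wells and 100% = unlabeled Bim-BH3 peptide control; higher means more loss of mP so more displacement of Bim peptide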
CIT2-GFP yeast = modulators of TOR pathway CIT2-GFP in S. cerevisiae; AID 2029; S. cerevisiae CIT2-GFP strain, flow cytometry, 3 h; 100 means same as DMSO wells; GFP response vs DMSO, % at 10 µM; actives 0.065% (n = 320,000);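 active means GFP response relative to DMSO above a set limit, near the screen mean plus 3 SD, cut at about 150% in these data; inconclusive means Fewer than 70 cells measured for a yeast strain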;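 further: ratio of well median GFP fluorescence to mean of DMSO wells on the plate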
VLA-4 inh = inhibition in a human VLA-4 binding assay; actives 0.2% (n = 330,000); P13612; inhibition, % (about 7 µM as worked out from the volumes in the protocol); AID 2557; VLA-4 expressing cells, ligand binding flow cytometry; in the data active means inhibition above about 50%
GLD-1 TGE inh = GLD-1-TGE RNA interaction inhibition (C. elegans) | Q17339 | purified GLD-1 + fluorescein TGE RNA, fluorescence polarization | inhibition, % at 5.96 µM | actives 0.44% (n = 320,000) | AID 2280;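 active means percent inhibition above a per-plate cutoff, the plate mean of test compounds plus 3 SD, cut at about 30% in these data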;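 further: 0% = DMSO wells with GLD-1 and probe and 100% = wells lacking GLD-1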
Target sequence (Q17339 whole entry, looked up): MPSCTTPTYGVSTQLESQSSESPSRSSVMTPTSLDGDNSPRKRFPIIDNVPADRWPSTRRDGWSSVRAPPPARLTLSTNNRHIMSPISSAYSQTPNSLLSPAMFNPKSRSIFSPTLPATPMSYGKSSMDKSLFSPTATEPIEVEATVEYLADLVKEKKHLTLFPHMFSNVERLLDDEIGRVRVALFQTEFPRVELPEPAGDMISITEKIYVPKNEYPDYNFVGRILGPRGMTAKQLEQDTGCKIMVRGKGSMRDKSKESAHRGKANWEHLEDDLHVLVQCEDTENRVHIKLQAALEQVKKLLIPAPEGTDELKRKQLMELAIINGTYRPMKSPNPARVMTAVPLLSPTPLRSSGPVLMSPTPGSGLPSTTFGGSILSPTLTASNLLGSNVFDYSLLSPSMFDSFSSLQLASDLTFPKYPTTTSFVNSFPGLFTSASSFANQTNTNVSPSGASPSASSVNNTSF
MEX-5 binding = C. elegans MEX-5 TCR-2 RNA binding activity; actives 0.38% (n = 300,000); Q9XUB2; AID 1832; activity score (negative = inhibition of binding), % at 10 µM; MEX-5/FITC-TCR2 RNA binding, fluorescence polarization; stronger effect = lower value;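 active means inhibition past about -25% in most replicates, and total fluorescence under double the plate's negative control median, limit read from the data; inconclusive means replicates evenly split on the limit, or fluorescence at least double controls; inactive means too little inhibition in most replicates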;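 further: 0% = DMSO and -100% = 5 µM competing unlabeled TCR2 RNA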
Target sequence (Q9XUB2 whole entry, looked up): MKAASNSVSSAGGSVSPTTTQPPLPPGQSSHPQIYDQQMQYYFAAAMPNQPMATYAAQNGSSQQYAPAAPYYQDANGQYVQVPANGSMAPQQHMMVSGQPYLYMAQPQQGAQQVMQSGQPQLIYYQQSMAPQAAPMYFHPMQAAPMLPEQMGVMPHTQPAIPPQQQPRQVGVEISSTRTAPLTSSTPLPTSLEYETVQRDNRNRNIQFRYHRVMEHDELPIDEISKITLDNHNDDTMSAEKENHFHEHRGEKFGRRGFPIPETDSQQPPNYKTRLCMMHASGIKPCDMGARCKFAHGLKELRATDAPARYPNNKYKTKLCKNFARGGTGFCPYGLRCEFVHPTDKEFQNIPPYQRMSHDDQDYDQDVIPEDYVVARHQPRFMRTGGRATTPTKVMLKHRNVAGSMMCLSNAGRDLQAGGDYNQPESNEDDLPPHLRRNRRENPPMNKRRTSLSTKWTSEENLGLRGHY
AGP1 TOR yeast = modulators of TOR pathway AGP1-GFP in S. cerevisiae; actives 0.02% (n = 320,000); GFP response vs DMSO, % at 10 µM; S. cerevisiae AGP1-GFP multiplex flow cytometry, 3 h; GFP as percent of DMSO wells;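 active means GFP response relative to DMSO above a set limit, near screen average plus 3 SD, cut at about 150% in these data; inconclusive means fewer than 70 cells counted for the yeast strain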;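 further: median GFP channel fluorescence of the gated AGP1 strain per well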
Bcl-xL primary = blocks human Bcl-xL binding to Bim BH3 peptide. Q07817. GST-Bcl-xL / FITC-Bim BH3 peptide fluorescence polarization. inhibition, % at 10.9 µM. actives 0.7% (n = 320,000);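 active means inhibition above the mean of all tested compounds plus 3 SD, cutoff set per campaign, cut at about 30% in these data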;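 further: 0% = DMSO wells and 100% = unlabeled Bim-BH3 peptide competitor; inhibitors lower millipolarization by displacing the labeled peptide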
GRK2 aptamer HTS = inhibitors of human GRK2 displacing RNA aptamer. bead flow cytometry, FAM-aptamer displacement from GRK2. inhibition of aptamer binding, % at 10 µM. actives 0.59% (n = 330,000). AID 488847;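 active means inhibition of aptamer binding above 40%, roughly 3 SD of noise, on plates passing a quality check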;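 further: median bead fluorescence of bound FAM aptamer so fluorescent compounds give negative values; no value below 0 was filed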
Yeast superoxide = yeast age-related superoxide inhibition as caloric restriction mimetic. actives 0.18% (n = 330,000). S. cerevisiae aged cells, superoxide DHE fluorescence; stronger effect = lower value. superoxide response (% of plate mean), % at 10 µM;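 active means superoxide response under a set limit, about three screen SD below normal, cut at about 65% in these data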;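 further: yeast aged for seven days with compound at 30 °C before DHE staining; 100% = average MFI of all compound-treated wells on the plate with controls excluded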
* = called active by the depositor; ? = inconclusive; . = no result given. Compounds as they come, and some 2.1% of all compounds hit somewhere here.

Sample of the layout:
smiles	GLD-1 TGE inh	CIT2-GFP yeast	VLA-4 inh	Bcl-xL primary	MEX-5 binding	MCL1-BIM inh	GRK2 aptamer HTS	Yeast superoxide	AGP1 TOR yeast
CC(C)CCC1(CCNC(=O)c2cccs2)CCOC(C)(C)C1 (centres undefined)	0	102	-3	7	-0.9	5	0	103	108
CCOC(=O)C(=O)Nc1nc(-c2ccccc2)c(-c2ccccc2)o1	6	89	3	4	-1.4	9	2	94	87
COC(=O)C(CCSC)NC(=O)CNS(=O)(=O)c1ccc(Br)cc1 (centres undefined)	0	96	18	-2	0.7	0	3	99	103
COc1ccc(OC)c(S(=O)(=O)N2CCCC(C(=O)NCc3ccco3)C2)c1 (centres undefined)	2	101	16	1	2.5	4	0	88	105

All compounds of this part, previewed entries included:
smiles	GLD-1 TGE inh	CIT2-GFP yeast	VLA-4 inh	Bcl-xL primary	MEX-5 binding	MCL1-BIM inh	GRK2 aptamer HTS	Yeast superoxide	AGP1 TOR yeast
CC(C)CCC1(CCNC(=O)c2cccs2)CCOC(C)(C)C1 (centres undefined)	0	102	-3	7	-0.9	5	0	103	108
CCOC(=O)C(=O)Nc1nc(-c2ccccc2)c(-c2ccccc2)o1	6	89	3	4	-1.4	9	2	94	87
COC(=O)C(CCSC)NC(=O)CNS(=O)(=O)c1ccc(Br)cc1 (centres undefined)	0	96	18	-2	0.7	0	3	99	103
COc1ccc(OC)c(S(=O)(=O)N2CCCC(C(=O)NCc3ccco3)C2)c1 (centres undefined)	2	101	16	1	2.5	4	0	88	105
CCOc1ccc2c(c1)cc(CN(C(=O)CC)C1CCCCC1)c1nnnn12	-7	95	2	-3	2.3	1	0	99	97
O=C(Nc1ccc2c(c1)OCO2)N1CCOCC1	-6	112	-17	8	-2.6	6	7	109	115
CCOC(=O)C1CCN(C(=O)C2CC(=O)N(c3ccc(C)cc3)C2)CC1 (centres undefined)	0	96	9	1	-0.9	4	0	102	96
CN(c1ccccc1)S(=O)(=O)c1cccc(NC(=O)C2CC(=O)N(Cc3ccccc3)C2)c1 (centres undefined)	2	?	-1	4	0.1	-5	0	101	?
N#CCCN(C(=O)COC(=O)C1CCN(S(=O)(=O)c2ccc3c(c2)OCCO3)CC1)c1ccccc1	1	100	4	0	-2.9	-4	0	92	123
CCOC(=O)C1CCN(C(=O)c2cc(OCC)c(OCC)c(OCC)c2)CC1	2	89	15	4	0.5	4	2	106	93
CCOC(=O)C1CCCN(C(=O)Nc2c(-c3ccccc3)noc2C)C1 (centres undefined)	0	90	0	4	1.9	4	0	112	101
CCOc1ccccc1N(CC(=O)NC1CCCC1)C(=O)CCCC(=O)Nc1ccccn1	-8	?	19	-4	3.6	-9	0	113	110
CC1(C)C[C@@H](O)CC2(C1)C[C@]1(C)CC(O)[C@H]2C(C)(C)C1 (some centres undefined)	11	102	7	7	2.5	-1	1	107	110
Cn1nc(C(F)(F)F)c(C#N)c1N1CCN(c2ccc(F)cc2)CC1	-1	84	19	6	0.0	5	3	86	82
Cc1ccc(SCC(=O)OC(C)C(=O)NC2(C#N)CCCCC2)cc1 (centres undefined)	0	97	-3	2	0.9	0	8	114	95
CCCCCN(C(=O)CCC(=O)OCc1cccc(F)c1)c1c(N)n(CCCC)c(=O)[nH]c1=O	-8	96	8	-1	0.6	-6	1	92	101
COc1cc(/C=C/C(=O)OCC(=O)NCc2ccc3c(c2)OCO3)cc(OC)c1OC	6	87	-3	.	.	.	2	96	91
CNc1ccc(OC)cc1-n1cnc(-c2ccc([N+](=O)[O-])cc2)c1	-9	101	11	-3	0.4	-4	4	111	97
CN(C)S(=O)(=O)c1cccc(C(=O)OCC(=O)Nc2ccc3c(c2)OCCO3)c1	3	99	6	-2	.	-7	3	101	100
CCCCCCC#Cc1ccc2c(c1)COc1c3ccccc3nn1-2	15	93	-9	-5	0.9	-5	3	111	95
COc1ccc(N2CC(C)Cn3c2nc2c3c(=O)n(Cc3ccccc3)c(=O)n2C)c(OC)c1 (centres undefined)	8	98	-11	2	-0.1	4	0	114	102
C=CCOC(=O)C1=C(C)NC(C)=C(C(=O)OCC=C)C1/C=C/c1ccccc1	16	100	0	3	-2.1	10	0	91	97
N#Cc1cc(C(=O)c2ccccc2O)cn(-c2nccs2)c1=O	54*	79	-55	32*	?	15	0	90	92
Cc1nnc(SCC(=O)N(CC(C)C)c2c(N)n(CC(C)C)c(=O)[nH]c2=O)n1-c1ccccc1	10	96	32	-30	-1.2	-1	0	93	98
N#CCC(=O)N/N=C/c1coc2ccccc2c1=O	-7	98	19	4	0.6	-1	1	93	98
O=C(NCc1ccccn1)C1Nc2ccc(C(F)(F)F)cc2C2C=CCC12 (centres undefined)	-10	92	-2	4	-2.0	3	0	102	98
NC(=O)C1=C[C@@H](c2ccc(C(F)(F)F)cc2)C[C@@H](OCCCCO)O1	7	119	-1	5	3.5	19	3	99	90
CC(C)Cc1ccc(C#N)c(SCC(N)=O)n1	11	102	-6	4	-0.8	3	75*	90	101
COc1cc(NC(C)CCc2ccccc2)cc(OC)c1OC (centres undefined)	5	100	1	3	-0.4	17	0	99	96
CCOC(=O)N1CCN(CCC(=O)Nc2cccc(Cl)c2C)CC1	-4	102	-30	7	0.9	8	0	99	108

Single records, as listed above:
Profile of CCOC(=O)C1CCCN(C(=O)Nc2c(-c3ccccc3)noc2C)C1 (centres undefined) → GLD-1 TGE inh: 0; CIT2-GFP yeast: 90; VLA-4 inh: 0; Bcl-xL primary: 4; MEX-5 binding: 1.9; MCL1-BIM inh: 4; GRK2 aptamer HTS: 0; Yeast superoxide: 112; AGP1 TOR yeast: 101
Profile of CCCCCCC#Cc1ccc2c(c1)COc1c3ccccc3nn1-2 → GLD-1 TGE inh: 15; CIT2-GFP yeast: 93; VLA-4 inh: -9; Bcl-xL primary: -5; MEX-5 binding: 0.9; MCL1-BIM inh: -5; GRK2 aptamer HTS: 3; Yeast superoxide: 111; AGP1 TOR yeast: 95

Later entries
smiles	GLD-1 TGE inh	CIT2-GFP yeast	VLA-4 inh	Bcl-xL primary	MEX-5 binding	MCL1-BIM inh	GRK2 aptamer HTS	Yeast superoxide	AGP1 TOR yeast
COc1ccc(C2c3ccc(O)cc3Oc3ncn(Cc4ccco4)c(=N)c32)cc1 (centres undefined)	-7	92	5	8	-10	10	0	103	102
COc1ccc2c(c1)c(=O)cc(C)n2CC(=O)NCc1ccco1	1	97	3	6	0.7	3	8	99	103
O=C(Nc1ccnn1C1CCN(Cc2ccc(C#CCCO)cc2)CC1)c1cccc(F)c1	5	101	7	1	-1.3	2	0	100	100
Cc1ccc(NC(=O)C(=O)NCCN2CCN(S(C)(=O)=O)CC2)cc1	3	99	9	0	-0.4	0	0	109	99
O=C(NCCc1cccs1)C1CC(c2cccc([N+](=O)[O-])c2)=NO1 (centres undefined)	10	90	37	-1	1.9	0	0	109	96
O=C(CCC1CCCC1)N1CCN(S(=O)(=O)c2ccc(Br)cc2)CC1	5	103	-2	2	.	6	4	91	97
COc1ccc(Cl)cc1NC(=O)CCNS(=O)(=O)c1cccc2nonc12	4	112	10	2	-0.8	7	0	91	107
CCc1nc(SCC(=O)Nc2ccc(Br)cn2)n[nH]1	2	99	7	2	1.0	5	1	102	96
N#C/C(=C\c1ccc(OCCN2CCOCC2)cc1)C(=O)Nc1ccc(S(N)(=O)=O)cc1	-2	100	-45	2	-8.2	-1	0	92	97
Cc1cc(/C=N/NC(=O)C(O)(c2ccccc2)c2ccccc2)c(C)n1-c1ccccc1	-2	105	11	3	-2.8	3	3	94	106
CCOC(=O)c1c(N)sc2c1CCC(C)C2 (centres undefined)	-7	89	9	7	-0.5	18	0	100	92
CCCS(=O)(=O)Nc1c(C(=O)O)[nH]c2ccccc12	2	105	6	0	-1.2	-6	0	93	100
Cc1ccc(C2CCN(C(=S)Nc3cccc(Cl)c3)C2)cc1 (centres undefined)	2	86	-4	-1	0.2	-3	0	88	90
Fc1ccc(CSc2ncnc3sc4c(c23)CCCC4)cc1	3	87	17	7	1.0	8	3	102	105
COc1ccc(/C(O)=C2/C(=O)C(=O)N(Cc3cccnc3)C2c2ccco2)cc1OC (centres undefined)	-3	111	-6	1	-0.4	2	0	90	.
Cc1cc(C(=O)COC(=O)c2ccccc2O)c(C)n1Cc1cccs1	6	101	1	1	-0.7	4	1	94	101
O=C(c1ccc(S(=O)(=O)c2cccc(Cl)c2)c([N+](=O)[O-])c1)N1CCN(c2ccccn2)CC1	5	98	1	1	-0.2	-6	2	103	107
CCn1c(SCC(=O)Nc2nc(-c3ccccc3)cs2)nc2c1c(=O)n(C)c(=O)n2C	6	106	-8	7	1.6	7	2	96	109
O=S(=O)(Cc1ccccc1)NCc1cccnc1	-1	108	-6	1	1.6	1	0	97	105
Cc1ccc(CCC(=O)NCc2ccccc2)o1	2	101	9	8	0.8	7	0	103	92
O=C(CS(=O)(=O)Cc1ccccc1)Nc1nc2ccccc2s1	-8	109	-20	8	2.3	8	4	93	125
COc1ccc(S(=O)(=O)N2CCCC(C(=O)NCc3ccncc3)C2)cc1 (centres undefined)	13	100	22	2	-2.2	-1	0	102	106
O=C(CCN1CCCCC1)NNC(=S)NC(=O)c1ccc(Br)cc1	-2	104	9	12	-4.2	2	2	97	111
OCn1ncn(-c2ccccc2)c1=S	3	103	25	2	3.3	5	0	86	104
